# Screening data as filed in PubChem BioAssay.
# STAT3 act: increases IL-6 driven STAT3 reporter signal; actives 0.91% (n = 190,000); U3A cells, IL-6 STAT3-luciferase reporter, luminescence; 100% = signal with IL-6 EC80 alone; activation (% of control), % at 5.6 µM;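 active means activation above the screen-wide mean of compound activation plus 3 SD, cut at about 130% in these data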;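 further: 0% = background luminescence of wells with medium and substrate only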
#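 System – human U3A cells carrying STAT3-luciferase construct · Probe or stimulus – Interleukin-6, 33 ng/mL · Schedule – compound 1 h, then IL-6 6 h at 37 °C · Signal – luminescence from STAT3-driven luciferase reporter · Evaluation – percent of IL-6-only median luminescence · Benchmarks – IL-6-only high control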
# TR-FRET SRC-2 ct: flags TR-FRET format artefacts in PPARgamma SRC-2 recruitment agonist screen | TR-FRET ratio at 8 µM | TR-FRET artefact counter-screen; stronger effect = higher value | AID 1049 | actives 0.4% (n = 200,000); in the data active means TR-FRET ratio above about 2000; further: inactives centre near 1500
# STAT3 blocker: STAT3 signaling inhibition. AID 862. U3A cells, IL-6 STAT3-luciferase reporter, luminescence; host cell line lacks STAT1. actives 0.89% (n = 190,000). inhibition, % at 5.5 µM;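 active means inhibition above the mean inhibition across all screened compounds plus 3 SD, cut at about 44% in these data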;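 further: 0% = DMSO only wells and 100% = 100 µM nifuroxazide control wells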
# ROMK mod: modulates human ROMK potassium channel activity. Tet-inducible ROMK, thallium flux fluorescence; actives lie on both sides. B-score at 10 µM. AID 1918. actives 2% (n = 130,000). P48048;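 active means signal ratio slope over the read window, or its plate-corrected B-score, at least 3 SD from the plate mean, either direction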;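 further: B-score of the F/F0 ratio slope over 7 to 12 s after thallium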
# Target sequence (P48048 whole entry, looked up): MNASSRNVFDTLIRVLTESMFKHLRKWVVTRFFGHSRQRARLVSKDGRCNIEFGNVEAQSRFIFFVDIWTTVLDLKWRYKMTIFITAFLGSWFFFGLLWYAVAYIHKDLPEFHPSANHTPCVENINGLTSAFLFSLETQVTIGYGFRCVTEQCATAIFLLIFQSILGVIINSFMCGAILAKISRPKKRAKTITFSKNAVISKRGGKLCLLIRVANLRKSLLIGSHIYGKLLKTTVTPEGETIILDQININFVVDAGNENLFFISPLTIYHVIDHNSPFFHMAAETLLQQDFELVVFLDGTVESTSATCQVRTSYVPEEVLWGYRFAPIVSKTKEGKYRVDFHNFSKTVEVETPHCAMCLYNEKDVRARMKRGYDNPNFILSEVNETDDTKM
# PPARg SRC-1 ag: agonists of human PPARgamma SRC-1 coactivator recruitment. activation, % at 8 µM. PPARgamma-SRC-1 coactivator recruitment biochemical assay. actives 0.41% (n = 200,000). AID 631. P37231; in the data active means activation above about 19%;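 further: 0% = DMSO and 100% = reference agonist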
# Target sequence (P37231 whole entry, looked up): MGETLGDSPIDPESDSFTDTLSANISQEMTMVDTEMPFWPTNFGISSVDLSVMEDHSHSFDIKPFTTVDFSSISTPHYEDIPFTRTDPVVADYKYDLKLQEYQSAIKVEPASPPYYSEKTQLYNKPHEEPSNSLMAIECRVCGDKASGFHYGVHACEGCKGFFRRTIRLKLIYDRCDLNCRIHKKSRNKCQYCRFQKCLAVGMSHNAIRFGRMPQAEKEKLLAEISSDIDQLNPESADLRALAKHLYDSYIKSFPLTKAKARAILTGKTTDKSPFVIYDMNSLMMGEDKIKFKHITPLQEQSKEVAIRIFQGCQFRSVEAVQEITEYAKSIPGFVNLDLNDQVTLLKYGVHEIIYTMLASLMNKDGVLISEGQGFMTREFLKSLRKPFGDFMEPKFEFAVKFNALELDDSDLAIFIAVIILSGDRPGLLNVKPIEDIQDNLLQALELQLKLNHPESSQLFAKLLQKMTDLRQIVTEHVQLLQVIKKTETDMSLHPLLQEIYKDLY
# TLR4-MyD88 BLA: inhibitors of human TLR4-MyD88 binding; HeLa CL3-4 TLR4/MyD88 BLA complementation, FRET ratio; inhibition, % at 8.4 µM; actives 0.18% (n = 200,000); AID 861; in the data active means inhibition above about 25%;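 further: 0% = vehicle and 100% = reference inhibitor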
# S1P3 antagonist: blocks the human S1P3 receptor; CHO S1P3 NFAT-BLA reporter, FRET fluorescence, antagonist mode; inhibition, % at 4.98 µM; AID 485; actives 0.27% (n = 170,000);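 active means inhibition above the plate cutoff, the mean inhibition of test wells on that plate plus 3 SD, cut at about 28% in these data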;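 further: cells challenged with S1P at its EC80 of 0.8 µM; blue over green emission ratio from cleaved BLA substrate after 4 h stimulation; 0% = S1P-stimulated wells and 100% = unstimulated DMSO-only wells; some compounds past the cut are filed as inactive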
# PPARg SRC2 recr: PPARgamma-driven SRC-2 recruitment agonism | P37231 | PPARgamma LBD-SRC-2 recruitment, biochemical | activation, % at 8 µM | actives 0.34% (n = 200,000) | AID 1032; in the data active means activation above about 22%;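 further: 0% = vehicle and 100% = reference agonist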
# STAT1 blocker: inhibitors of IFN-gamma induced STAT1 signaling; NIH 3T3 STAT1-luciferase reporter, luminescence; inhibition, % at 5.5 µM; actives 0.35% (n = 200,000); AID 920;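 active means inhibition above a set limit, the mean inhibition across all tested compounds plus 3 SD, cut at about 34% in these data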;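 further: 0% = IFN-gamma with DMSO and 100% = IFN-gamma with 300 µM nifuroxazide; values of inactives mirror those of a sister screen read the other way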
# RAM inhibit: yeast RAM network inhibition. S. cerevisiae dse1pr::URA3 reporter, 5-FOA growth OD615, 2 d; analog-sensitive cbk1-as2 kinase mutant strain. inhibition, % at 50 µM. actives 1.8% (n = 190,000);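 active means inhibition above a set limit, 3 SD over mean compound inhibition, cut at about 8.4% in these data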;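 further: 0% = DMSO-only wells with no growth and 100% = 10 µM 1-NA-PP1 full growth; inhibition rescues growth on 5-FOA so higher OD means more RAM inhibition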
# PPARg SRC-3 ag: PPARgamma-driven SRC-3 recruitment agonism; P37231; biochemical PPARgamma/SRC-3 coactivator recruitment assay; actives 0.26% (n = 200,000); activation, % at 8 µM; in the data active means activation above about 23%;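 further: 0% = DMSO and 100% = reference agonist; some compounds past the cut are filed as inactive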
# Numbers without * were called inactive; . = no result given.
SMILES,STAT3 act,TR-FRET SRC-2 ct,STAT3 blocker,ROMK mod,PPARg SRC-1 ag,TLR4-MyD88 BLA,S1P3 antagonist,PPARg SRC2 recr,STAT1 blocker,RAM inhibit,PPARg SRC-3 ag
Cc1ccc(S(=O)CCNC(=O)Cc2ccc(Cl)cc2)cc1 (stereo unspecified),113,1654,-5,-0.074,9,-12,-9,-4,-11,1.6,0
O=C(CCCc1nc2ccccc2s1)Nc1ccccc1,101,1443,2,.,6,8,-3,-1,-7,-0.7,3
N#Cc1sc2nc3c(cc2c1N)CCCC3,81,1490,25,2.8,2,4,1,6,-12,0.0,0
CCC(C)C(=O)Nc1nnc(-c2cccs2)s1 (stereo unspecified),99,1581,4,-0.23,13,3,6,9,-22,0.0,17
CN1/C(=C\C(=O)C[n+]2ccc(C(=O)c3ccccc3)cc2)C(C)(C)c2ccccc21,57,1486,56*,-1.4,7,-1,-8,2,-2,-1.1,0
COc1ccccc1C(=O)NNC(=O)c1cccc(F)c1,94,1636,10,0.68,0,-4,1,-1,-51,-0.1,-2
CCOc1ccc(N(CC(=O)NCCc2ccc(OC)cc2)S(C)(=O)=O)cc1,100,1513,2,-0.21,0,3,-6,5,3,1.9,2
Cc1ccc(NC(=O)C2CCCN2C(=O)Oc2ccccc2)c(C)c1 (stereo unspecified),98,1522,5,0.64,2,-9,-15,9,14,0.7,3
Cc1ccnn1Cc1cc(C(=O)O)c2ccccc2n1,96,1596,5,0.64,0,-9,-2,3,-4,1.7,0
Cc1ccc(CNC(=O)C2CC(c3cccc([N+](=O)[O-])c3)=NO2)o1 (stereo unspecified),111,1576,-8,.,3,-2,.,3,-18,1.6,-4
CCOC(=O)NC(Nc1nnc(SCC)s1)(C(F)(F)F)C(F)(F)F,90,1362,14,-0.15,4,0,11,9,14,0.8,5
CCN1CC(c2ccccc2)C(c2ccc(Cl)cc2)=N1 (stereo unspecified),109,1406,-8,.,-3,-1,12,1,-2,0.1,-5
COCCNC(=O)CCCn1c(=O)c2cc(OC)c(OC)cc2n(CC(=O)Nc2ccc(F)cc2)c1=O,97,1597,14,-0.56,5,14,-5,5,5,1.9,3
Cc1ccc(CC(NC(=O)c2ccccc2)C(=O)NC(CC(C)C)C(=O)O)cc1 (stereo unspecified),99,1529,8,0.5,-4,11,2,0,-3,1.3,-1
CCN(CC)S(=O)(=O)c1cccc(NC(=O)COC(=O)CCC(=O)c2cccs2)c1,92,1707,17,0.017,4,-8,-25,0,3,0.1,1
CC(NC(=O)c1ccc(C23CC4CC(CC(C4)C2)C3)cc1)C(=O)O (stereo unspecified),99,1800,3,.,1,4,4,13,-21,3.1,-2
CC1CCCN(C(C(=O)NC2CCCCC2)c2cc3c(cc2[N+](=O)[O-])OCO3)C1 (stereo unspecified),98,1409,0,-1.4,4,-4,11,3,-12,0.7,0
CC1CCN(c2nncc3ccccc23)CC1,104,1423,-2,-1.2,3,3,-15,-5,-1,0.6,-5
O=C(c1ccc(Cl)c(Cl)c1)N1CCC(=O)N(C(COCc2cccc(C(F)(F)F)c2)Cc2ccccc2)CC1 (stereo unspecified),100,1535,-3,-2.6,-1,1,-23,2,2,9.0*,5
COc1ccc(NC(=O)C2C(=O)NC3(C)CC2c2ccccc2O3)cc1 (stereo unspecified),101,1401,4,.,1,8,7,-7,-6,-0.6,-3
CSc1ccccc1C(=O)C1CCCN(C(=O)CCc2cccnc2)C1 (stereo unspecified),102,1629,1,-0.32,10,-4,-6,2,-1,0.6,4
COC(=O)c1ccccc1NC(=O)CSc1nncn1C,102,1569,0,-0.34,2,2,0,-7,9,0.8,-2
CC(C)C(=O)NC(=S)Nc1ccccc1C(=O)Nc1ccccc1,98,1497,10,-0.93,0,0,.,0,4,0.7,10
CCN(CC)S(=O)(=O)c1ccc(-c2nnc(SCC(=O)Nc3cc(OC)cc(OC)c3)o2)cc1,103,1595,-3,0.14,0,7,.,6,-3,3.4,4

# 9 compounds already listed, arranged by length of the SMILES, descending.
SMILES,STAT3 act,TR-FRET SRC-2 ct,STAT3 blocker,ROMK mod,PPARg SRC-1 ag,TLR4-MyD88 BLA,S1P3 antagonist,PPARg SRC2 recr,STAT1 blocker,RAM inhibit,PPARg SRC-3 ag
O=C(c1ccc(Cl)c(Cl)c1)N1CCC(=O)N(C(COCc2cccc(C(F)(F)F)c2)Cc2ccccc2)CC1 (stereo unspecified),100,1535,-3,-2.6,-1,1,-23,2,2,9.0*,5
CCN(CC)S(=O)(=O)c1ccc(-c2nnc(SCC(=O)Nc3cc(OC)cc(OC)c3)o2)cc1,103,1595,-3,0.14,0,7,.,6,-3,3.4,4
CCN(CC)S(=O)(=O)c1cccc(NC(=O)COC(=O)CCC(=O)c2cccs2)c1,92,1707,17,0.017,4,-8,-25,0,3,0.1,1
CC(NC(=O)c1ccc(C23CC4CC(CC(C4)C2)C3)cc1)C(=O)O (stereo unspecified),99,1800,3,.,1,4,4,13,-21,3.1,-2
COc1ccc(NC(=O)C2C(=O)NC3(C)CC2c2ccccc2O3)cc1 (stereo unspecified),101,1401,4,.,1,8,7,-7,-6,-0.6,-3
CSc1ccccc1C(=O)C1CCCN(C(=O)CCc2cccnc2)C1 (stereo unspecified),102,1629,1,-0.32,10,-4,-6,2,-1,0.6,4
CC(C)C(=O)NC(=S)Nc1ccccc1C(=O)Nc1ccccc1,98,1497,10,-0.93,0,0,.,0,4,0.7,10
COC(=O)c1ccccc1NC(=O)CSc1nncn1C,102,1569,0,-0.34,2,2,0,-7,9,0.8,-2
CC1CCN(c2nncc3ccccc23)CC1,104,1423,-2,-1.2,3,3,-15,-5,-1,0.6,-5

# The results go on.
SMILES,STAT3 act,TR-FRET SRC-2 ct,STAT3 blocker,ROMK mod,PPARg SRC-1 ag,TLR4-MyD88 BLA,S1P3 antagonist,PPARg SRC2 recr,STAT1 blocker,RAM inhibit,PPARg SRC-3 ag
CCOC(=O)c1ccc(NC(=O)CSc2n[nH]c(-c3ccncc3)n2)cc1,107,1465,-4,.,-5,1,-11,0,1,4.5,-2
COc1ccc(C2=NCCn3cccc32)c(OC)c1,102,1643,3,0.39,4,-19,-4,-4,9,4.0,3
CCOC(=O)c1c(-c2ccc(OC)cc2)csc1/N=C/C1=C(O)CCCC1=O,99,1496,5,-0.37,-3,5,-30,6,-3,5.9,0
CCN(CC)S(=O)(=O)c1cc(C(=O)Oc2ccccc2OC)ccc1OC,101,1473,2,.,1,-5,10,4,11,2.3,0
CCOc1cc2[nH]c(=S)n(CCC(=O)NCc3ccco3)c(=O)c2cc1OCC,102,1562,6,-0.25,4,-6,-16,9,-7,3.8,0
CCc1nnc(NC(=O)c2ccc(Cl)nc2)s1,92,1587,11,0.22,13,-10,-19,0,-5,2.2,0
Cc1ccc(NS(=O)(=O)c2ccc(C3CCCCC3)cc2)cc1,97,1541,6,0.43,-1,-7,7,5,8,14*,1
CCCS(=O)(=O)n1nc(-c2ccc(OC)cc2OC)cc1N,97,1623,4,.,2,-5,1,1,-8,0.0,0
COc1ccc(CCNC(=O)CCCCCn2c(SCC(N)=O)nc3cc4c(cc3c2=O)OCO4)cc1OC,101,1669,1,-0.51,10,6,-6,8,-5,-0.6,3
Cc1ccc(-n2cc(CN3CCC(CO)(Cc4ccccc4)CC3)cn2)cc1,105,1490,0,-5.2*,8,-11,-3,-9,5,-0.5,-2
Cc1ccc2c(c1)C1C3CCC(C3)C1S(=O)N2 (stereo unspecified),100,1498,1,.,-5,-5,-11,-3,-8,-0.5,-4
COc1ccc(NC2CCN(C3CC(=O)N(c4ccc(F)c(Cl)c4)C3=O)CC2)cc1 (stereo unspecified),101,1684,2,-0.11,4,-8,-37,1,3,1.1,-6
O=C1CC(=O)CC(c2ccccc2)C1,97,1595,9,0.9,11,-15,7,11,7,2.0,10
COc1cc(C2C(=O)N(C3CCCC3)CC(=O)N2Cc2ccco2)ccc1OC(C)C (stereo unspecified),106,1559,2,0.62,4,-9,.,-2,-4,0.1,-2
Cn1c(=O)n(C)c2cc(NS(=O)(=O)c3ccc(C(C)(C)C)cc3)ccc21,75,1494,33,-1.3,2,-13,-15,-2,15,0.7,-1
O=C(CSc1nc(C2CCCCC2)nc2ccccc12)NCc1ccco1,98,1668,6,0.058,2,22,-5,5,8,0.7,5
CCCCOc1ccc(N2C(=O)CC(NCc3ccncc3)C2=O)cc1 (stereo unspecified),103,1422,-2,-0.51,4,9,-9,-6,-2,0.9,-5
COCC(C)NC(=O)c1cc(-c2cccc(OC)c2)on1 (stereo unspecified),89,1507,16,0.58,10,-2,-34,6,-37,3.6,0
O=C(CCCc1nc2ccccc2s1)N1CCN(S(=O)(=O)c2cccs2)CC1,104,1529,5,.,-4,-2,-11,2,8,8.8*,0
COc1cc(OC)c(C(=O)Nc2ccc(N(C)C)cc2)cc1OC,83,1741,21,-0.16,4,0,-3,11,-25,4.5,16
FC(F)(F)c1cccc(Oc2ccc3c(C(F)(F)F)cc(C(F)(F)F)nc3n2)c1,100,1592,11,.,-3,-1,.,-1,-6,6.3,-6
Cc1c(C(=O)Oc2cc(N)n(S(C)(=O)=O)n2)cccc1[N+](=O)[O-],103,1398,2,1.4,2,-11,-12,2,-1,0.6,2
Cc1ccc(O)c(-c2cc(C(=O)NCc3ccncc3)[nH]n2)c1,100,1483,4,0.61,5,5,1,3,1,-0.1,7
CS(=O)(=O)N(CCc1ccccc1)CC(=O)N1CCN(c2ccccc2)CC1,97,1603,3,.,2,0,-5,3,3,0.3,12
CCOC(=O)C1C(=O)CC(C)(O)C(C(=O)OCC)C1c1ccc(C)s1 (stereo unspecified),105,1545,-3,.,3,11,7,5,4,0.9,-3
C[C@@](Cc1ccc(O)c(O)c1)(NN)C(=O)O,116,1509,-16,.,7,-11,-6,-2,6,1.5,0
COC(=O)c1sccc1NC(=O)Cc1ccc(Br)cc1,95,1556,6,.,3,9,18,-10,0,1.4,1
CN1/C(=C\C=C2/SC(=S)NC2=O)C(C)(C)c2ccccc21,80,1373,28,.,9,-4,-4,8,20,6.3,10
Cc1cc(OCC(=O)NCCN2CCOCC2)ccc1Br,101,1473,3,-0.62,2,-1,-3,14,0,1.7,-6
O=S(=O)(Nc1nc2ccccc2nc1NCc1ccco1)c1ccccc1,95,1795,10,.,18,1,3,19,27,1.9,20
O/N=C\c1ccccc1Oc1ccc(F)cc1,102,1548,-1,1,4,-9,-8,5,-9,-0.3,3
